# Screening results: PubChem BioAssay, several laboratories
# NOD1 NF-kB reporter: NOD1 signaling inhibitors, primary screen, cell-based, luminescence, uHTS (AID 1578) | NOD1-driven NF-kB luciferase reporter cells, luminescence; higher % means a stronger effect | inhibition, % at 4 µM; hits with a dose series show EC50 in µM | 290,000 compounds, 1% hits; in the data active means inhibition mostly above about 36%, no sharp cut-off; inactive means mostly below about 34%;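 further: HEK-293T reporter cells stimulated with the NOD1 agonist gamma-tri-DAP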
# AID2073: disruptors of CaV2.2 binding to Mint1 – biochemical, HTRF (AID 2073) | HTRF protein-protein interaction, Mint1-CaV2.2; higher % means a stronger effect | inhibition, % at 20 µM, or IC50 in µM where a hit was titrated | 290,000 compounds, 0.19% hits; in the data active means inhibition mostly above about 51%, no sharp cut-off; inconclusive means no clear call, values can overlap the other calls; inactive means mostly below about 53%; further: some results filed as inactive read as strong as hits
# HIV peptide binding: cell-free HIV fusion peptide-binding blockers – biochemical, uHTS, fluorescence dequenching, primary screen (AID 1986); cell-free peptide binding, fluorescence dequenching, 30 min; higher % means a stronger effect; one-dose inhibition, % at 20 µM; IC50 in µM for titrated hits; 290,000 compounds, 0.3% hits; in the data active means inhibition mostly above about 52%, no sharp cut-off; inactive means mostly below about 76%; further: some results filed as inactive read as strong as hits
# KOR beta-arrestin-1: kappa opioid receptor blockers – cell-based, luminescence, uHTS (AID 1778); inhibition, % at 10 µM; hits with a dose series show IC50 in µM; 290,000 compounds, 0.091% hits; KOR beta-arrestin recruitment, luminescence, antagonist mode; higher % means a stronger effect; further: strong numbers were not always called active
# NOD2 inhibition: inhibition of NOD2-driven NF-kB reporter – cell-based, luminescence, uHTS, HEK293 (AID 1566) | HEK293 NOD2/NF-kB luciferase reporter, luminescence; higher % means a stronger effect | inhibition, % at 4 µM, or EC50 in µM where a hit was titrated | 290,000 compounds, 0.63% hits; further: many of its hits are not listed in these tables
# Yfh1-off respiration: enhancers of respiration in Yfh1-depleted yeast, dose response, Friedreich's ataxia, plus single-dose screen (AID 1465); S. cerevisiae Yfh1-off respiration, WST-1 reduction, 72 h; higher fold induction means a stronger effect; fold induction at 50 µM, or EC50 in µM where a hit was titrated; 220,000 compounds, 0.074% hits;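 active means fold induction of absorbance versus untreated yeast above a set limit, then at least 30% activation at any dose in follow-up; inconclusive means repeats straddling the limit, or above it without dose testing; inactive means fold induction below the set limit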;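 further: activators that raise dye reduction in frataxin-depleted yeast; strong numbers were not always called active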
# NS5 inhibitors: flavivirus cap methylation enzyme inhibition – biochemical, confirmation dose response, primary screen (AID 588689) | Dengue-2 NS5 methyltransferase capping enzyme assay, biochemical; higher % means a stronger effect | inhibition, % at 25 µM, or IC50 in µM where a hit was titrated | 340,000 compounds, 0.3% hits; in the data active means a potency from the dose series; inconclusive means inhibition above about 29% without an active follow-up result
# West Nile antiviral: West Nile virus antiviral activity, cell-based, CPE readout (AID 1621); 290,000 compounds, 0.02% hits; West Nile virus-infected cells, CPE inhibition; higher % means a stronger effect; CPE inhibition, % at 10 µM, or IC50 in µM where a hit was titrated; in the data active means a potency from the dose series; inconclusive means CPE inhibition mostly from about 3.7% at the one dose, without a potency; inactive means the rest, 99 in 100 with CPE inhibition below about 2.2%; further: strong numbers were not always called active
# KOR beta-arrestin-2: kappa opioid receptor activators – cell-based, luminescence, uHTS, primary screen (AID 1777); activation, % at 10 µM, or EC50 in µM where a hit was titrated; KOR beta-arrestin recruitment, luminescence; higher % means a stronger effect; 280,000 compounds, 0.02% hits; in the data active means activation above about 50%, passing the limit was not always enough; further: a part of the inactive calls stands beside numbers as strong as those of hits
# NS5 inhibitors pilot replicate: also measured in NS5 inhibitors; calls as there; inhibition, %; measured here: pilot screen replicate inhibition
# Active calls of the source: *; i = inactive; ? = inconclusive; / = no result given; [ ] = another dose, or the depositor's remark. Unless noted, no stated cut-off is given here; in the data, active means inhibition above about 50%; inactive means the rest. These rows are one share of the data; rates above refer to the full screens.
SMILES,NOD1 NF-kB reporter,AID2073,HIV peptide binding,KOR beta-arrestin-1,NOD2 inhibition,Yfh1-off respiration,NS5 inhibitors,West Nile antiviral,KOR beta-arrestin-2,others
CC(NC(=O)CCN1C(=O)c2ccccc2C1=O)c1ccccc1 (configuration not stated),-9%,2%,0.9%,5%,10%,/,12%,0.4%,-2.6%,
Cc1cccc(C(=O)OC(C)CN2C(C)CCCC2C)c1 (configuration not stated),12%,4%,0.3%,-32%,-33%,/,-2%,0.4%,3.5%,
CCOc1ccccc1NC(=O)c1cccc(NC(=O)C(C)C)c1,-3%,6%,2.5%,-14%,30%,i,-12%,-0.7%,-7.0%,
Cc1cccc(C)c1OCc1cc(C(=O)N2CCN(c3ccc(F)cc3)CC2)no1,-64%,0%,-1.0%,-12%,-28%,/,5%,-0.7%,0.5%,
Cc1c(C)c2ccc(OCC(=O)NC3CCN(Cc4ccccc4)CC3)c(C)c2oc1=O,5%,-6%,1.3%,11%,-7%,/,-10%,0.0%,2.3%,
COc1ccc(O)c(/C=N/NC(=O)CCC(=O)Nc2ccc(C)cc2)c1,-17%,16%,1.1%,25%,25%,/,1%,-0.1%,-5.0%,
Cc1ccccc1NC(=S)NC(NC(=O)c1ccco1)C(Cl)(Cl)Cl (configuration not stated),53%,-25%,-0.4%,5%,-24%,i,-15%,-0.6%,0.8%,
COC(=O)c1[nH]c2ccccc2c1NC(=O)CN1CCC(C(N)=O)(N2CCCCC2)CC1,-7%,1%,-0.7%,13%,15%,i,/,0.2%,-0.9%,
CCOc1ccccc1NC(=O)C(OC(=O)c1ccccc1)c1ccccc1 (configuration not stated),-1%,5%,3.0%,18%,7%,i,0%,-0.3%,-1.7%,
CC1=NCCN1S(=O)(=O)c1ccc(Br)c(C)c1,-5%,17%,0.6%,-49%,2%,i,-6%,0.3%,4.6%,
O=C(c1ccc2nsnc2c1)N1CCN(c2ccc([N+](=O)[O-])cc2)CC1,-2%,-9%,-0.8%,-18%,23%,/,5%,-0.6%,5.3%,
CCOC(=O)c1cc(C(=O)c2ccccc2O)cn2c(=O)c3c(C)c(C)sc3nc12,6%,48%,3.6%,-74%[20 µM],38%,i,/,-0.1%,-0.7%,
CCCCCn1cnc2sc(CC)cc2c1=O,40%,-2%,0.1%,-22%,-50%,i,-2%,-0.5%,2.4%,
COc1cc(C(=O)NCCN=C2NS(=O)(=O)c3ccccc32)cc(OC)c1OC,-2%,18%,-1.6%,5%,8%,/,4%,-0.2%,-0.9%,
COc1ccc(/C=C/C(=O)c2sc(-c3ccccc3)nc2C)cc1,-4%,4%,-0.3%,-6%,15%,i,-12%,0.1%,-0.4%,NS5 inhibitors pilot replicate=-4.9
Cc1ccccc1C(=O)N=c1ccn(-c2nc3ccccc3nc2NS(=O)(=O)c2ccc(F)cc2)cc1,-2%,?,5.6%,29%,11%,/,27%,-0.3%,-2.2%,
Cc1ccccc1NC(=O)c1ccc(COc2ccc3c(C)cc(=O)oc3c2)cc1,-37%,10%,-1.1%,-13%,-16%,i,-5%,-0.5%,18µM*,
COc1ccc(C(=O)Nc2ccc(Cl)cc2C(=O)NCc2ccco2)cc1OC,19%,14%,3.8%,-30%,12%,i,-6%,0.4%,-0.3%,
Cc1cccc(C2=N/C(=C\c3cccs3)C(=O)O2)c1,-24%,7%,4.7%,-3%,10%,i,-13%,0.2%,-1.9%,
O=C(O)CSCc1nc2cccnc2n1C1CCCCC1,-5%,10%,-1.3%,15%,22%,/,-11%,-0.5%,-8.8%,
CSc1nnc2n(C3CCCCC3)c(=O)c3c4c(sc3n12)CCCC4,-18%,-1%,-1.4%,20%,-6%,/,/,/,-6.4%,
CC(=O)c1cc(-c2ccccc2)[nH]c1N1CCCC1,-11%,-10%,0.5%,25%,16%,?,14%,0.1%,-7.0%,
O=C(Oc1ccc([N+](=O)[O-])cc1)c1ccc2ccccc2n1,-32%,-15%,3.4%,-7%,-10%,i,-5%,-0.3%,-3.0%,
CCOc1ccc(N(CC(=O)NCC(C)C)S(C)(=O)=O)cc1,9%,6%,-0.1%,4%,3%,i,-4%,0.1%,6.1%,
CN(Cc1c(F)cccc1Cl)C(=O)CNC(=O)c1cccs1,-11%,8%,0.0%,22%,-27%,/,-5%,1.0%,-7.2%,
CCOC(=O)C1C(=O)C=C(C)C(C(=O)OCC)C1c1ccc(OC)cc1 (configuration not stated),-13%,-7%,5.8%,16%,17%,i,-4%,2.7%,-1.1%,
Cc1cc(C)c2c(=O)[nH]n(C(C)C)c2n1,6%,2%,-2.8%,-63%,3%,i,-1%,0.1%,/,
NC(=O)N/N=C/c1cccc(OCc2ccc(F)cc2)c1,-15%,-3%,0.3%,-13%,3%,i,-6%,-1.0%,15%,
O=C(COc1cccc2ccccc12)N/N=C/c1ccncc1,-44%,3%,-0.5%,-40%,-22%,i,-6%,0.0%,3.7%,
Cc1cc(N=NC(=O)c2ccccc2)ccc1O,2%,-5%,-1.5%,-10%[20 µM],13%,i,12%,-0.5%,-2.0%,
CCOC(=O)C1=C(C(F)(F)F)Nc2ncnn2C1c1cc(OC)c(OC)cc1OC (configuration not stated),8%,2%,0.1%,-61%,7%,i,5%,0.4%,0.1%,
Cc1cc2cc3c(cc2nc1SCC(=O)Nc1c(C)cccc1C)CCC3,10%,15%,0.4%,-33%,-26%,i,-1%,-1.2%,2.9%,
CCOC(=O)/C(C#N)=C1/SC(CC)C(=O)N1c1ccc(C)cc1 (configuration not stated),-10%,-3%,2.4%,16%,10%,i,2%,-0.5%,-4.8%,
Cn1cccc1CNC1CCCCC1,-18%,2%,-1.1%,2%,15%,i,-2%,0.2%,-2.8%,
C[N+](C)(C)C(Cc1ccccc1)C(=O)[O-] (configuration not stated),-4%,3%,3.1%,-5%,-15%,i,-1%,-0.5%,-3.0%,
Cc1cc(=O)[nH]c(CN2CCC(c3ccccc3)CC2)n1,-8%,-4%,0.2%,-21%[20 µM],30%,i,/,0.5%,-4.8%,

# Fetched by compound from the entries so far, 2 records:
SMILES,NOD1 NF-kB reporter,AID2073,HIV peptide binding,KOR beta-arrestin-1,NOD2 inhibition,Yfh1-off respiration,NS5 inhibitors,West Nile antiviral,KOR beta-arrestin-2,others
O=C(COc1cccc2ccccc12)N/N=C/c1ccncc1,-44%,3%,-0.5%,-40%,-22%,i,-6%,0.0%,3.7%,
CN(Cc1c(F)cccc1Cl)C(=O)CNC(=O)c1cccs1,-11%,8%,0.0%,22%,-27%,/,-5%,1.0%,-7.2%,

# New compounds follow.
SMILES,NOD1 NF-kB reporter,AID2073,HIV peptide binding,KOR beta-arrestin-1,NOD2 inhibition,Yfh1-off respiration,NS5 inhibitors,West Nile antiviral,KOR beta-arrestin-2,others
O=C(CCCSc1nc2ccccc2s1)NC1=NCCS1,22%,-1%,0.3%,-40%,17%,i,-4%,-0.2%,16%,NS5 inhibitors pilot replicate=-1.2
CCc1ccc(-c2nc(CN3CCC(C(=O)NCc4ccco4)CC3)c(C)o2)cc1,-23%,-3%,0.7%,11%,6%,i,/,-0.4%,-2.5%,
Clc1ccc(-c2nnc3sc(-c4ccco4)nn23)c(Cl)c1,-5%,-5%,1.6%,31%,14%,/,/,/,-1.0%,
Cc1ccc(S(=O)(=O)N(C)C)cc1NC(=S)N(CCC#N)Cc1cccnc1,-14%,-17%,1.7%,11%,6%,i,10%,-0.5%,-1.4%,
O=C(COc1ccc2ccccc2c1)N/N=C/c1ccccn1,-19%,-6%,0.1%,-24%[20 µM],18%,i,-1%,-0.2%,/,
COc1cccc2c(Nc3ccccc3C)cc(C)nc12,6%,6%,1.2%,-6%,20%,/,-3%,-1.9%,-1.9%,
O=C(COc1ccc(S(=O)(=O)NC2CCCC2)cc1)N1CCCCC1,1%,3%,1.0%,0%,5%,/,-3%,-0.6%,2.3%,
O=C(O)CC12CC3CC(C1)CC(n1ncc(NCc4ccc(F)cc4)c(Cl)c1=O)(C3)C2,5%,0%,0.2%,4%,22%,i,-3%,-0.5%,3.5%,
N#C/C(=N\Nc1c(Cl)cccc1Cl)C(=O)NN,-34%,-4%,2.3%,-28%,6%,i,8%,1.3%,0.8%,
COc1ccc(C(=O)Oc2ccc(=O)n(-c3ccccc3)n2)cc1,8%,1%,-0.5%,-11%,7%,i,-14%,0.4%,-2.4%,
CCN(CC)S(=O)(=O)c1ccc(N2CCOCC2)c(NC(=O)c2cccc3ccccc23)c1,-24%,0%,0.6%,11%,-2%,i,-5%,-0.4%,7.9%,
COc1cccc(C(C(=O)NCc2ccco2)N(C(=O)Cn2nnc3ccccc32)C2CC2)c1OC (configuration not stated),-1%,1%,7.8%,1%,11%,i,-1%,-0.3%,-0.9%,
S=C(NCc1ccco1)N1CCN(c2nc(-c3ccccc3)cs2)CC1,-5%,-2%,1.1%,-10%,-18%,i,-5%,-1.3%,-6.1%,
Cc1ccc(-c2nc(CS(=O)CC(=O)NCCCc3ccccc3)c(C)o2)cc1 (configuration not stated),-9%,0%,0.8%,12%,13%,/,1%,0.1%,4.0%,
C=CCn1c(=NC(=O)CC)n(C)c2ccccc21,-1%,-11%,4.1%,28%,4%,i,-1%,0.2%,1.1%,
COc1ccc(-c2cn[nH]c2C)cc1OC,29%,0%,-0.1%,-50%[20 µM],4%,i,2%,0.3%,4.2%,
CCC(=O)NCC(=O)OCC(=O)c1ccccc1,-26%,4%,1.3%,-8%,-2%,/,-5%,0.0%,2.8%,
CCOC(=O)c1[nH]c(C)c(C(=O)N2CCOCC2)c1C,-2%,-1%,2.2%,-20%,2%,i,3%,1.1%,6.4%,
CCOC(=O)c1ccc(NS(=O)(=O)c2ccc3oc(=O)[nH]c3c2)cc1,20%,13%,0.3%,-52%,14%,/,-3%,-0.4%,0.0%,
Cc1cc(C(=O)Nc2cccnc2)on1,-21%,10%,-1.6%,-6%,7%,i,-1%,0.1%,0.8%,
COc1ccccc1-c1cc(C(=O)N/N=C/c2ccoc2)c2ccccc2n1,29%,15%,-1.9%,-8%,-4%,/,3%,-0.9%,1.2%,
Cc1nc(SCC2(C)CC2(Cl)Cl)n[nH]1 (configuration not stated),-22%,-1%,-0.4%,-3%,1%,i,1%,-0.2%,-3.5%,
COc1ccc(C(C(=O)NC2CCCC2)N(C(=O)c2ccco2)c2ccc3c(c2)OCO3)cc1OC (configuration not stated),-5%,-11%,1.9%,-17%,10%,i,-3%,-0.5%,2.3%,
N#CCSc1nc(-c2ccccc2)cs1,-13%,-3%,-2.0%,6%,-12%,i,-1%,-0.3%,-4.8%,
COc1ccc(CCNC(=O)C2(C)CCC(=O)N2Cc2ccc(C)cc2)cc1OC (configuration not stated),-3%,6%,0.9%,-27%,11%,/,-6%,-0.6%,1.5%,
O=S(=O)(Nc1cccc2[nH]ncc12)c1cccs1,-14%,2%,0.1%,-32%,8%,i,-1%,0.6%,-0.4%,
Cc1cccc(C(=O)Oc2csc(=S)n2C(=O)c2cccc(C)c2)c1,-40%,-10%,4.2%,-22%,10%,i,19%,0.0%,2.0%,
COCCN1C(=O)Cc2c1nc(N)c1c(N)nc(N3CCN(c4ccc(F)cc4)CC3)c(C#N)c21,-41%,72%,20%,2%,23%,i,10%,0.4%,-5.0%,
